# Bioassay records (PubChem)
# NPY Y1 blocker: NPY-Y1 (human) receptor antagonism | P25929 | HEK293-CNG Y1 cells, membrane potential fluorescence; NPY at EC95, then isoproterenol | inhibition, % at 3.6 µM | 200,000 tested, 1% active | AID 1040;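 active = inhibition above the campaign mean inhibition of all tested compounds plus 3 SD, cut at about 20% in these data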;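 also: 0% = DMSO wells given NPY plus isoproterenol and 100% = isoproterenol alone without NPY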
# Target sequence (P25929 whole entry, looked up): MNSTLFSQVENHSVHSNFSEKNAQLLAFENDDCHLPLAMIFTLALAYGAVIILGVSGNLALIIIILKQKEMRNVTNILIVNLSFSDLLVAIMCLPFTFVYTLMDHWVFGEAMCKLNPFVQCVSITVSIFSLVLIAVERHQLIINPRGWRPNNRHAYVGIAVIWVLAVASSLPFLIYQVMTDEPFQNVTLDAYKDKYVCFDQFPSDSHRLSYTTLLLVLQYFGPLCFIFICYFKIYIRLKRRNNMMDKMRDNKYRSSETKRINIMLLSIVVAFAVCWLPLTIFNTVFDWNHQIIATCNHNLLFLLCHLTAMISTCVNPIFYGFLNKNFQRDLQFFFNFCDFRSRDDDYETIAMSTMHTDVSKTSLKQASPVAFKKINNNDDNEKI
#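 Material: HEK293 cells co-expressing NPY Y1 receptor and cyclic-nucleotide gated channel. Timing: compound incubation 1 h at room temperature, readout 45 min post-stimulation. Signal: fluorescence, membrane potential probe.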
# NPY-Y1 PAM-ag: potentiators or agonists of human neuropeptide Y receptor Y1; AID 1304; NPY-Y1 expressing cells, potentiator/agonist activation; 220,000 tested, 0.37% active; activation, % at 3.6 µM; P25929; in the data active = activation above about 33%, passing the limit was not always enough;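 also: cells stimulated with NPY at EC10 then isoproterenol at EC100; 0% = low agonist plus stimulus and 100% = saturating agonist plus stimulus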
# PGE2 EP2 inh: inhibitors of human EP2 prostaglandin E2 receptor; P43116; C6 glioma cells expressing human EP2, cAMP TR-FRET; cells stimulated with saturating PGE2; inhibition, % at 25 µM; 260,000 tested, 0.52% active;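 active = percent inhibition above 40 after rounding to a whole number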;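 also: rat C6 glioma host cells with rolipram phosphodiesterase inhibitor present; the protocol text gives 20 µM as final concentration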
# Target sequence (P43116 whole entry, looked up): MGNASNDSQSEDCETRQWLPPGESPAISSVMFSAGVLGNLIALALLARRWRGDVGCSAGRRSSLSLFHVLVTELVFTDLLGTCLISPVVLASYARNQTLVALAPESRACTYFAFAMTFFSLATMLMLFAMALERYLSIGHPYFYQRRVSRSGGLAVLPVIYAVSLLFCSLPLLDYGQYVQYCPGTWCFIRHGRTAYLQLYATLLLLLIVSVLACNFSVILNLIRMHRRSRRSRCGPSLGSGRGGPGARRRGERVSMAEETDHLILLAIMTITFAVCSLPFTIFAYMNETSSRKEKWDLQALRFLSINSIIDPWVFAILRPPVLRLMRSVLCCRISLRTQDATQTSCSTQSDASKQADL
# 14-3-3 Bad inh: disrupts binding of bovine 14-3-3 zeta to phospho-Bad peptide | inhibition, % at 21.7 µM | 220,000 tested, 0.71% active | P63103 | TR-FRET 14-3-3zeta/Dy647-pBad peptide displacement, 1 h;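 active = inhibition above about 70%, limit read from the data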;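 also: 0% = full 14-3-3 plus peptide FRET controls and 100% = background without 14-3-3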
# Target sequence (P63103 whole entry, looked up): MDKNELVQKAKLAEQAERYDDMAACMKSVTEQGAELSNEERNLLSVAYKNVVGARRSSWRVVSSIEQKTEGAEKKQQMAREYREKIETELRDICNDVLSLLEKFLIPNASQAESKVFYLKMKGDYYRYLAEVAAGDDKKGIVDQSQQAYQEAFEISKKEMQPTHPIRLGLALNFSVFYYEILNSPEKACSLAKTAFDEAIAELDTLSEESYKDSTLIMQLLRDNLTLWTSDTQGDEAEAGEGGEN
# TRPML3 agonist: agonists of human TRPML3 channel; AID 1448; 220,000 tested, 0.29% active; Q8TDD5; HEK293 TRPML3-YFP, Fluo-8 calcium fluorescence; 100% = the carbachol control signal; activation, % at 3 µM;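 active = activation above its plate's cutoff, the mean activation of the plate's test wells plus 3 SD, cut at about 12% in these data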;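 also: 0% = DMSO only wells and 100% = carbachol wells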
#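 Material: TRPML3-YFP stable HEK293 cells | Dosing: One concentration, 3 µM nominal, 0.3% DMSO | Timing: 125 s total fluorescence read per well | Technique: Fluo-8 calcium dye fluorescence, ex 470-495, em 515-575 nm | Measure: Percent activation from peak-to-basal fluorescence ratio, scaled between DMSO and carbachol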
# PPC-1+TRAIL kill: compounds killing PPC-1 cancer cells with TRAIL present (potentiator screen, no TRAIL-free arm); PPC-1 cells + TRAIL, ATPLite viability luminescence; cell killing (% activity), % at 4 µM; 220,000 tested, 0.41% active; AID 1443;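 active = cell killing above 50% in the first pass at 4 µM, then a duplicate retest at 5 µM averaging 50% or more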;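 also: plate controls were cells with TRAIL plus DMSO for no effect and medium-only wells lacking cells for full effect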
# CHOP inh: blocks CHOP induction under ER stress; CHO-K1 CHOP-promoter luciferase, tunicamycin-induced, 15-18 h; inhibition, % at 10 µM; 220,000 tested, 3.8% active;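 active = compounds that reduced the stress-induced luciferase reporter signal by more than about 70% of percent inhibition, limit read from the data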;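 also: 0% = tunicamycin plus vehicle and 100% = wells without tunicamycin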
# TRPN1 ag: agonists of zebrafish TRPN1 channel. HEK293 zebrafish TRPN1-YFP, Fluo-8 calcium fluorescence; 100% = response to 87 µM carbachol. activation, % at 3 µM. 220,000 tested, 0.18% active;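 active = activation above its plate's cutoff, the mean activation of test wells on that plate plus 3 SD, cut at about 19% in these data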;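 also: 0% = DMSO alone and 100% = 87 µM carbachol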
#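 Material – zebrafish TRPN1-YFP in HEK293 cells · Doses – 3 µM single point · Schedule – dye 1 h 37 °C plus 30 min RT · Signal – Fluo-8 calcium fluorescence, excitation 470-495 nm, emission 515-575 nm · Read-out – % activation versus carbachol response · Control set – carbachol high, DMSO low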
# EP2 modulator: modulates human prostaglandin E2 receptor EP2 signaling; AID 940; induction, % at 25 µM; 260,000 tested, 0.83% active; EP2-expressing cells, cAMP HTRF FRET, PGE2 co-stimulation; P43116;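 active = compounds whose cAMP rise, as percent of the full-agonist control response, exceeds 60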;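 also: rat C6 glioma line stably carrying human EP2 under a CMV promoter; the protocol text gives 20 µM as final concentration; 100% = response of wells given 1 µM PGE2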
# * = called active by the depositor; / = not tested or not shown; & = joins results of further samples; [ ] = remark or other dose.
SMILES,NPY Y1 blocker,NPY-Y1 PAM-ag,PGE2 EP2 inh,14-3-3 Bad inh,TRPML3 agonist,PPC-1+TRAIL kill,CHOP inh,TRPN1 ag,EP2 modulator
COc1ccc(SCCN2CCN(CC(C)C)CCC2=O)cc1,/,/,20.9,-4.7,/,7.9,6.3,/,3.4
CCOC(=O)COn1c(=O)c(-c2ccc(OC)c(OC)c2)[n+]([O-])c2ccccc21,-3.6,2.7,22.8,0.5,0.5,13.7,-38.2,-2.4,19.1
COCCCNCCCOc1ccc(C(C)(C)c2ccccc2)cc1,2.5,-27.4,7.7,-6.7[fluorescence artefact?],2.1,15.3,46.4,0.1,8.8
CCS(=O)(=O)c1ccc2oc(Nc3ccc(C(C)(C)C)cc3)nc2c1,3.8,8.1,6.3,-10.3,0.9,15.7,71.6*,-0.2,3.9
Cc1cc(NC2C3CC4CC(C3)CC2C4)n2ncnc2n1 (configuration not stated),-0.3,-3.4,6.3,2.7,0.0,-3.4,-13.5,-1.1,-1.7
CC(=O)n1c(C=Nc2ccc(Cl)cc2)c(O)c2ccccc21,/,10.6,3.3,1.1,-0.4,7.5,-22.0,-0.9,-12.9
COc1cccc(/C=C2\SC(=O)NC2=O)c1OCc1ccc(C(=O)O)cc1,-2.4,-8.3,12.8,-13.8,0.8,9.2,5.9,0.6,42.6
O=C1CN(C(=O)COC(=O)CCNS(=O)(=O)c2ccc(Cl)cc2)c2ccccc2N1,/,29.4,0.1,2.6,1.0,4.7,27.0,2.0,4.7
CCN1C(=O)c2cccc3c(S(=O)(=O)NC(Cc4c[nH]c5ccccc45)C(=O)O)ccc1c23 (configuration not stated),-5.9,-39.1,17.1,-13.8,1.1,-7.6,-11.6,1.1,6.2
CCN(C(=O)c1cc2cc3ccc(C)cc3nc2o1)c1ccc(OC)cc1,6.6,-43.9,7.2,1.9,-0.5,-5.0,43.8,-1.4,-3.3
O=C(CSCc1ccc(F)cc1)Nc1ccc(F)cc1,2.9,-4.2,0.3,-7.7[fluorescence artefact?],-0.8,5.3,-24.2,-0.5,-20.0
O=C(CCc1nnc(CCCc2ccccc2)o1)NCC(F)(F)F,1.0,-9.3,8.9,-4.2,0.6,0.3,-17.4,1.3,8.6
COc1ccc(-c2cc(C(=O)Nc3nc4ccccc4s3)c3ccccc3n2)cc1OC,29.3*,-159.8,8.4,-8.4,0.5,13.2,9.7,0.5,-19.1
O=C(CS(=O)(=O)c1cn(Cc2ccc(F)cc2)c2ccccc12)N1CCCCC1,-1.9,6.0,7.3,5.1[fluorescence artefact?],0.0,9.5,6.9,-1.0,-10.9
Cc1cc2c(N=NC(=O)C3CC3c3ccccc3)c(O)[nH]c2cc1Br (configuration not stated),5.1,-0.9,6.6,1.3[fluorescence artefact?],1.1,10.2,70.5*,0.9,16.0
CCCONC(=O)Nc1ccccc1[N+](=O)[O-],1.7,11.4,4.9,5.7[fluorescence artefact?],-0.3,11.1,-1.3,-0.9,-0.4
CCOC(=O)c1ccc(NC(=O)COc2ccc(CNCCO)cc2OCC)cc1,0.3,-11.2,7.2,2.0,1.3,-6.1,6.6,1.3,-38.0
Cn1c(Cc2csc(N)n2)nnc1SCC(=O)NC1CCCCC1,-3.1,-18.0,8.4,5.9,0.2,13.3,-2.2,-1.0,9.1
CCN(CC)S(=O)(=O)c1ccc(C(=O)NCCN(C)C)cc1,-1.1,10.3,8.7,-6.0,1.3,15.8,-13.3,-0.1,-2.3
Cc1noc(C)c1C(=O)Nc1nnc(-c2ccccc2)s1,5.5,-3.3,25.2,-9.5,0.4,-12.9,-0.6,1.3,-14.9
O=C(c1ccc(S(=O)(=O)N2CCOCC2)cc1)N1CCN(c2ccccc2F)CC1,6.0,-11.7,9.2,-13.7[fluorescence artefact?],0.4,-18.2,30.6,-0.1,13.2
Fc1ccccc1C1c2[nH]c3ccccc3c2CCN1Cc1ccoc1 (configuration not stated),5.8,19.7,7.5,-11.1,-0.3,/,59.9,-2.7,64.4*
CCCCOc1ccc(C(=O)NCC(=O)OC2CCOC2=O)cc1 (configuration not stated),4.5,-18.6,/,-8.4[fluorescence artefact?],0.4,-17.2,10.6,-0.5,13.0
O=C1C2Sc3[nH]c(=O)sc3C(c3cc([N+](=O)[O-])ccc3O)C2C(=O)N1c1ccccc1 (configuration not stated),/,-20.7,8.8,2.7,1.0,1.3,-0.9,0.7,43.5
CCOC(=O)c1c(CN2CCOCC2)n(C)c2cc(Br)c(O)c(CN(C)C)c12,5.9&1.8,-4.7&-12.9,6.8&12.4,9.9&53.4,-0.1&-0.7,31.2&9.4,-1.8&-3.2,-0.1&0.1,12.1&8.0
O=C(CCc1ccccc1)NNC(=O)c1ccc(F)cc1,0.3,11.8,2.9,11.1,0.6,/,-6.8,0.0,-3.8
O=C(Nc1nc(-c2cccs2)cs1)c1cc2ccccc2oc1=O,3.2,-3.5,/,2.9,1.0,13.8,30.4,1.3,-1.5
COc1cccc(N(CC(=O)NCCSc2ccccc2)S(C)(=O)=O)c1,-3.6,-5.1,9.1,11.7,-0.2,11.1,6.3,0.2,4.5
Cc1cc(C)c(NC(=O)c2cc(C(=O)O)ccc2C(=O)O)c([N+](=O)[O-])c1,4.0,-12.4,9.2,-5.3,0.6,4.8,30.0,-0.8,16.2
CC1SCCN1S(=O)(=O)c1ccc2ccccc2c1 (configuration not stated),4.5,-4.0,18.0,-2.5,1.1,9.3,30.4,3.9,-30.2
Brc1ccc2c(c1)C(c1cccnc1)=NNC(c1cccs1)=N2,0.6,-18.4,11.4,-8.7,0.3,-6.7,22.4,-0.1,-34.2
COc1cc(/C=N/NC(=O)c2ccc3ccccc3c2)ccc1Oc1ccc([N+](=O)[O-])cn1,-9.4,13.3,0.2,13.8,1.2,33.7,1.5,2.9,25.8
O=C(Nc1ccon1)c1cnc2sccn2c1=O,-3.7,20.8,0.9,/,0.9,12.9,/,0.7,/
COc1ccc(C(=O)NC(=S)NCc2ccco2)cc1,/,14.9,9.5,-2.3,0.7,-0.1,-17.5,-0.2,-52.0
COc1cccc(NC(=O)CN(c2cccc(OC)c2)S(C)(=O)=O)c1,13.9,15.9,4.0,-1.2,0.6,/,-7.8,1.6,-25.5
C=CCn1c(SCC(=O)NC2CCS(=O)(=O)C2)nnc1-c1ccncc1 (configuration not stated),1.9,-2.4,4.8,-10.9,0.8,26.2,16.5,1.3,23.2
COc1ccc(/C=N\NC(=O)CCN2CCN(c3ccccc3)CC2)cc1OC,11.3,10.1,10.3,1.4[fluorescence artefact?],0.3,2.0,17.7,-0.1,-6.6
COc1ccc2c(C)c(C(=O)NCC(C)O)oc2c1OC (configuration not stated),2.2,2.2,13.8,2.0,-0.2,-5.6,16.0,-0.3,13.6
Cc1noc(C)c1S(=O)(=O)N1CCC(Cc2ccccc2)CC1,-1.6,-17.1,16.4,-6.1,-0.5,7.0,24.0,-0.7,-31.6
O=C(OCCN1CCN(c2ncc(C(F)(F)F)cc2Cl)CC1)c1ccc(F)cc1,2.6,2.3,16.3,-12.6,-0.1,3.3,56.8,-0.3,17.6

# 3 compounds from above, reduced to PPC-1+TRAIL kill.
mol | PPC-1+TRAIL kill
C=CCn1c(SCC(=O)NC2CCS(=O)(=O)C2)nnc1-c1ccncc1 (configuration not stated) | 26.2
COc1ccc(/C=N\NC(=O)CCN2CCN(c3ccccc3)CC2)cc1OC | 2.0
COc1ccc2c(C)c(C(=O)NCC(C)O)oc2c1OC (configuration not stated) | -5.6

# Further results follow:
SMILES,NPY Y1 blocker,NPY-Y1 PAM-ag,PGE2 EP2 inh,14-3-3 Bad inh,TRPML3 agonist,PPC-1+TRAIL kill,CHOP inh,TRPN1 ag,EP2 modulator
O=C(CC(NCCc1ccccc1)C(=O)O)Nc1ccc(O)cc1 (configuration not stated),-5.6,7.8,/,-0.7,0.5,23.2,-2.4,1.3,13.0
Cc1nc(Cl)sc1C(=O)Nc1ccccc1,0.0,16.7,14.3,8.6[fluorescence artefact?],0.4,14.2,14.8,1.0,18.4
Cc1nc2ccc([N+](=O)[O-])cc2[nH]1,0.8,13.4,8.2,3.8,0.7,-10.2,-14.9,-0.5,-15.4
COc1ccc(CN2C(=O)CCC(C(=O)O)C2c2ccccc2)cc1 (configuration not stated),1.0,4.2,6.4,-10.2,1.5,-7.7,-6.3,1.8,11.5
O=C(Cn1c(C(=O)N2CCN(C3CCCCC3)CC2)cc2sccc21)c1ccccc1,22.5*,-34.7,8.9,4.3,1.0,0.8,46.7,1.0,-12.3
COc1cccc(Cn2c(NCc3cccnc3)nc3c2c(=O)n(C)c(=O)n3C)c1,7.7,-11.2,8.6,10.7,0.0,39.4,7.2,-0.5,38.8
CC(C)Oc1ccccc1C1Nc2ccccc2C(=O)N1c1ccc2c(c1)OCCO2 (configuration not stated),-6.6,15.3,2.4,-3.1,-0.8,15.8,0.0,-2.0,34.3
COc1ccc(C(=O)c2ccccc2)c(OCC(=O)NC2CC2)c1,-2.5,29.6,5.4,-3.2,2.5,24.3,11.7,3.3,6.3
COc1ccc(C2C(=O)N(CCc3ccccc3)CC(=O)N2C2CCCC2)cc1 (configuration not stated),1.0,-20.0,-1.6,50.7,-0.8,2.2,-17.6,-0.8,20.4
CCCC(C(=O)NCC1CCCO1)N(Cc1ccco1)C(=O)CNS(=O)(=O)c1ccc(F)cc1 (configuration not stated),0.1,-14.6,8.2,10.4,0.4,24.7,-6.1,-0.5,3.7
O=C(NCc1ccccc1Cl)NC(=O)c1csc([N+](=O)[O-])c1,/,12.1,3.1,7.9,-0.3,0.0,-5.1,0.8,-5.3
CCn1nc(C)c([N+](=O)[O-])c1C(=O)NNC(=O)c1ccccc1Cl,/,-6.6,5.6,-2.9,0.0,5.2,9.3,0.0,-9.9
COc1ccc(/C=C/C(=O)O)cc1S(=O)(=O)N1CCC(Cc2ccccc2)CC1,/,10.0,5.7,-1.2,0.0,4.9,-4.3,1.4,1.5

# One compound at a time, as listed above. Order of screens: NPY Y1 blocker	NPY-Y1 PAM-ag	PGE2 EP2 inh	14-3-3 Bad inh	TRPML3 agonist	PPC-1+TRAIL kill	CHOP inh	TRPN1 ag	EP2 modulator
# Cc1nc(Cl)sc1C(=O)Nc1ccccc1 is listed as 0.0	16.7	14.3	8.6[fluorescence artefact?]	0.4	14.2	14.8	1.0	18.4
# COc1cccc(Cn2c(NCc3cccnc3)nc3c2c(=O)n(C)c(=O)n3C)c1 is listed as 7.7	-11.2	8.6	10.7	0.0	39.4	7.2	-0.5	38.8
# COc1ccc(/C=C/C(=O)O)cc1S(=O)(=O)N1CCC(Cc2ccccc2)CC1 is listed as /	10.0	5.7	-1.2	0.0	4.9	-4.3	1.4	1.5

# Some of the compounds tested; the hit share may differ from the screen's.
